Screening data from PubChem.
D2 antagonist = HTS Assay for Allosteric Antagonists of the Human D2 Dopamine Receptor: Primary Screen for Antagonists | inhibition, % at 10 µM | D(2) dopamine receptor (Homo sapiens), P14416 | AID 485344, 2010 | 2% of 340,000 active | HEK293 TREx D2 cells, calcium flux, dopamine EC80; in the data active = inhibition above about 30%; also: 0% is about no effect
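In this primary screen, negative modulation is detected by tracking calcium flux after an EC80 dopamine challenge in inducible HEK293 T-REx D2 cells preexposed to test compound for 180 s.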
D1 ag = Allosteric Agonists of the Human D1 Dopamine Receptor: qHTS | HEK293 T-REx D1 cells, calcium flux, agonist mode | activation, % at 2 µM | 1% of 360,000 active; also: 0% is about no effect
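Inducible HEK293 T-REx D1 cells, force-coupled to calcium signalling, were plated at 4000 cells/well with tetracycline and held overnight at 30 C. After no-wash calcium dye loading, compound-evoked calcium rise over 180 s flagged agonists.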
D1 PAM = Potentiators of Human D1 Dopamine Receptor: qHTS. D(1A) dopamine receptor (Homo sapiens), P21728. HEK293 TREx D1 cells, calcium flux, dopamine EC20 potentiation. potentiation, % at 10 µM. 0.036% of 360,000 active; in the data active = potentiation above about 30%; also: 0% is about no effect
TRHR PAM = qHTS for Small Molecule Agonists and Allosteric Enhancers of Human TRH Receptor: Primary Screen for Enhancers; Thyrotropin-releasing hormone receptor (Homo sapiens), P34981; AID 493056, 2011; 0.66% of 360,000 active; enhancement, % at 2 µM; TRHR cells, fluo-8 calcium fluorescence, EC20 TRH enhancement; in the data active = enhancement above about 30%; also: 0% is about no effect
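Enhancer read-out: after compound pinning and an initial kinetic agonist-mode read, an EC20 of TRH (10 nM final) was injected and fluo-8 calcium signal (Ex 480/Em 530) followed at 1 s/cycle for 100 cycles in TRHR-expressing cells.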
RXFP1 antagonist = qHTS Assay for Antagonists of the Relaxin Receptor RXFP1 | Relaxin receptor 1 (Homo sapiens), Q9HBX9 | HEK293-RXFP1, relaxin-stimulated cAMP HTRF, 30 min; stronger effect = lower value | activity change, negative = inhibition, % at 57.5 µM | 0.59% of 350,000 active;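 active = activity change of -60% or lower, but not beyond a set lower limit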; also: % is scaled to controls: 0 for no effect and ±100 for the full control effect
Target sequence (Q9HBX9 whole entry, looked up): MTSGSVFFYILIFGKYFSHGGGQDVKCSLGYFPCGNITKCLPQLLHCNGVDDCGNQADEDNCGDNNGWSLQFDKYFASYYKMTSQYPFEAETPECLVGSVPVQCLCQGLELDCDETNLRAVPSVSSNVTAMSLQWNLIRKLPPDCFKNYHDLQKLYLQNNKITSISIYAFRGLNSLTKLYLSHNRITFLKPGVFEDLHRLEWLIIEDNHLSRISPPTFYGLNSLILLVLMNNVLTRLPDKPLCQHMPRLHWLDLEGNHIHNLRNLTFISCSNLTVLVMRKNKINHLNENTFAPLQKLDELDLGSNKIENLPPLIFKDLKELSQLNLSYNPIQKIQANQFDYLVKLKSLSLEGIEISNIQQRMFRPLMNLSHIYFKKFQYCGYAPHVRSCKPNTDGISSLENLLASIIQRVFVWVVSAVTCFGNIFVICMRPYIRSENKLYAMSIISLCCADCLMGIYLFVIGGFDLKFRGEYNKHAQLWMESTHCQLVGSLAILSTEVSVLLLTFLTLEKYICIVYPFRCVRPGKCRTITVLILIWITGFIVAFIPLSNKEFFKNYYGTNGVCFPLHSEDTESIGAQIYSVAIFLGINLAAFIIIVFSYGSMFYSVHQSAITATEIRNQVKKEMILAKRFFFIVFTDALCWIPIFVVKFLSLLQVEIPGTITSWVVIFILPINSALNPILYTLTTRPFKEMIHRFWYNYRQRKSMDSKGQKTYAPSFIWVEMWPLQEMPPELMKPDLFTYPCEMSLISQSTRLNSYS
TRHR ag = qHTS for Small Molecule Agonists and Allosteric Enhancers of Human TRH Receptor: Primary Screen for Agonists | TRHR cells, calcium flux fluo-8, FDSS agonist mode | activation, % at 2 µM | 0.18% of 360,000 active | AID 493084, 2011; also: 0% is about no effect
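In this calcium-flux screen, cells bearing human TRHR are dye-loaded with fluo-8, baselined for 10 cycles, then exposed to library compounds; positive kinetic calcium responses during the agonist phase mark hits, with TRH as control.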
D2 agonist = HTS Assay for Allosteric Agonists of the Human D2 Dopamine Receptor: Primary Screen for Agonists; D(2) dopamine receptor (Homo sapiens), P14416; HEK293 T-REx D2 cells, calcium flux agonist mode; activation, % at 2 µM; 0.53% of 340,000 active;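 active = activation over 3 SD above normal in the single-dose calcium agonist read, cut at about 30% in these data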; also: 0% is about no effect
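Agonism scored from kinetic calcium signal (1 read/sec, 180 s) following compound pin transfer, after a 10 s baseline. Cells: HEK293 Trex line expressing inducible D2 receptor coupled to calcium, dye-loaded after overnight culture at 30 C.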
D2 potentiator = HTS Assay for Positive Allosteric Modulators of the Human D2 Dopamine Receptor: Primary Screen for Potentiators | HEK293 T-REx D2, calcium flux, EC20 dopamine potentiation | potentiation, % at 10 µM | 0.34% of 340,000 active | D(2) dopamine receptor (Homo sapiens), P14416;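 active = potentiation over 3 SD above the plate norm, cut at about 30% in these data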; also: 0% is about no effect
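Using a no-wash calcium dye in inducible, force-coupled HEK293 Trex cells expressing D2, we tracked fluorescence each second for 180 s after compound, then for 180 s after EC20 dopamine to detect augmented signalling.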
D1 antag = Antagonist of Human D 1 Dopamine Receptor: qHTS. activity change, negative = inhibition, % at 10 µM. HEK293 TREx D1 cells, calcium flux, dopamine EC80; stronger effect = lower value. 3.2% of 360,000 active. D(1A) dopamine receptor (Homo sapiens), P21728; in the data active = activity change below about -30%; also: % is scaled to controls: 0 for no effect and ±100 for the full control effect
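Compound effects on dopamine-evoked calcium signalling were measured in tetracycline-induced HEK293 Trex D1 cells. Dopamine at EC80 followed a 180 s compound pre-read, and fluorescence was tracked kinetically for 180 s more.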
Active calls of the source: *; . = no result given. Rule as the data show it, unless noted: active = activation above about 30%; inactive = the rest.

SMILES	D2 antagonist	D1 ag	D1 PAM	TRHR PAM	RXFP1 antagonist	TRHR ag	D2 agonist	D2 potentiator	D1 antag
O=C1NC(=O)c2cc(NC(=O)C3CCCCC3)ccc21	.	2	-11	-2	-1	-2.1	.	.	-7
Cc1nnc(Nc2ccc(F)cc2)c2ccccc12	1	-1	0	-4	-7	-0.8	0.4	-2	0
Cc1ccc2c(nc3s/c(=C/c4cccs4)c(=O)n32)c1C	1	2	1	0	6	-1.1	0.0	6	2
Cc1ccc(C2c3[nH]c4ccccc4c3C[C@H]3C(=O)N(c4ccccc4C(=O)N4CCC(C(=O)O)CC4)C(=O)N23)cc1 (some centres not stated)	-8	3	0	15	.	0.3	1.2	13	-3
Cc1ccc(OCC(=O)N(Cc2cccs2)C2CCS(=O)(=O)C2)cc1C (configuration not stated)	15	1	-8	-2	5	-1.6	0.7	-11	7
Cc1ccc(-n2c(N)c(C(=O)NCc3cccnc3)sc2=S)cc1	1	6	-2	4	2	-0.5	0.2	-5	-15
CCOC(=O)c1cnc2ccc(OCC)cc2c1NCc1cccnc1	-1	1	0	10	-13	-0.9	-1.7	0	-3
CC(C)Cn1c(-c2ccccc2Cl)nc2ccccc21	.	1	-3	-6	-6	-1.4	1.2	-2	-16
CCOC(=O)c1oc2c(CN3CCN(CCO)CC3)c(O)c(CC)cc2c(=O)c1-c1nc2ccccc2s1	8	0	6	3	14	-0.1	0.2	2	-7
CCCCOc1ccc(CN2CCC(O)CC2)cc1	2	10	7	-2	3	-0.2	0.2	9	-5
Cc1ccc(NC(=O)C2CCN(S(=O)(=O)c3ccc4c(c3)NC(=O)CO4)CC2)cc1	32*	5	0	-5	3	-0.2	7.0	-19	-26
NCCCC[C@H](NC(=O)C1CCNCC1)c1nnc([C@@H](N)Cc2ccc(O)cc2)o1	7	-3	0	14	.	0.3	-0.1	-3	-2
CCC(=O)N(CCc1ccccc1C)Cc1cc2ccc(C)cc2[nH]c1=O	-24	-2	5	1	2	-0.5	-1.1	1	-7
CCOc1ccc(NC(=O)c2cnn(-c3ccccc3)c2-n2cccc2)cc1	.	1	-4	3	-16	-2.3	-1.1	20	0
Cc1c(O)ccc2c3c(c(=O)oc12)CCCC3	-13	1	-2	-1	7	-1.4	0.4	-2	0
C/C(=N\NC(=O)c1ccc(COc2ccccc2)cc1)c1ccncc1	-12	5	2	-1	2	-0.6	-0.6	-4	0
Cc1ccc(SCCC(=O)NC(C)(C)C)cc1	-1	1	-3	19	-1	-0.2	0.2	12	11
Cc1cnc(=O)[nH]c1SCc1ccc([N+](=O)[O-])cc1	13	0	-2	0	6	0.6	0.4	5	0
COC(=O)c1cccc(NC(=O)CCCOc2ccccc2)c1	13	4	5	4	-7	0.0	0.1	-9	-14
CCSc1nnc(NC(=O)c2ccccc2C)s1	.	4	-11	-6	-5	0.0	.	.	-20
CCCCNC(=O)CSc1nc2ccccc2n1S(=O)(=O)c1ccc(Br)cc1	9	8	2	-6	4	0.8	-1.6	-6	9
O=C(COc1ccccc1)Nn1cnc2ccccc21	-4	0	-6	0	-8	-0.4	0.8	1	13
C#CCOCCOCCOCCNc1nc(N2CCN(C(=O)[C@H](CCCCN)n3cc(C(N)CC(C)C)nn3)CC2)nc(N2CCN(C(=O)[C@H](CCC(=O)O)n3cc(C(N)[C@H](C)CC)nn3)CC2)n1 (some centres not stated)	7	-3	4	0	.	0.3	-0.3	3	-22
CCn1c(Cc2ccccc2)nnc1SC(C)C(=O)NC1CC1 (configuration not stated)	-1	0	1	-4	3	-0.2	0.1	13	4
COc1ccc(-n2c(SC3CCOC3=O)nc3ccccc3c2=O)cc1Cl (configuration not stated)	2	2	1	-5	-2	-0.1	-0.9	5	4
CC(=O)c1cc(Cl)ccc1OCc1cccc(S(=O)(=O)N2CCOCC2)c1	7	7	-2	-10	-17	-0.9	0.7	-13	0
O=C(N/N=C/c1ccncc1)NC12CC3CC(CC(C3)C1)C2	4	2	-3	-4	-4	0.6	-0.3	-6	6
CCOC(=O)c1ccccc1NC(=O)N1CCn2c(C)ccc2C1CC (configuration not stated)	8	3	-4	9	-24	0.4	0.1	0	-13
O=C(Nc1ccccc1)C1=C[C@@H](c2coc3ccccc3c2=O)C[C@@H](OCc2ccc(CO)cc2)O1	2	-3	-4	0	.	-0.2	-0.4	16	-37*
COC(=O)c1cc(NC(=O)c2cc(C)oc2C)cc(C(=O)OC)c1	-11	1	-5	-8	4	0.1	0.8	-9	-11
COc1ccc(C(=O)N(Cc2ccc(N(C)C)cc2)Cc2ccco2)cc1Cl	.	2	1	1	-6	-0.4	0.1	-2	-22
COC(=O)C1(C)Nc2ccccc2C(=O)N1c1ccccc1OC (configuration not stated)	4	-1	0	-8	-3	0.1	-1.0	0	19
CC(C)c1ccccc1-n1c(SCC(=O)N2CCN(c3ccccc3)CC2)nnc1-c1cccnc1	-7	-1	4	-3	-16	-0.3	0.6	2	24
O=C(NNC(=S)NC(=O)c1ccccc1[N+](=O)[O-])c1ccccc1[N+](=O)[O-]	-14	1	-3	2	57	-0.1	0.8	-1	-29
O=C(Nc1cccc(S(=O)(=O)N2CCCCC2)c1)C1=NN(c2ccccc2)C(=O)CC1	23	8	.	0	2	0.0	-1.6	-12	1
O=c1[nH]c2ccccc2nc1C(F)(F)F	-14	6	3	-4	-19	0.2	0.9	10	-7
O=C(O)c1cccc(-c2ccc(/C=N/n3cnnc3)o2)c1	.	3	-2	5	7	0.1	.	.	5
O=C(COC(=O)c1ccc([N+](=O)[O-])cc1Cl)Nc1cccnc1Cl	11	-1	-1	5	2	0.4	-0.2	3	3
Clc1ccc(-c2csc(N3CCc4ccccc4C3)n2)cc1	0	2	1	-1	-3	0.3	0.2	-1	1
COc1ccc(CNC(=O)CSCc2cnn(-c3ccccc3)c2-n2cccc2)cc1OC	.	43*	-4	-1	-31	-2.2	-1.3	8	-34*
CC(C)c1c(C#N)c(N)nc(SCC(=O)c2cc3ccccc3oc2=O)c1C#N	-16	-2	-2	-5	1	0.7	0.1	-6	-8
CN1C(=O)/C(=C2\SC(=S)N(NC(=O)c3cccnc3)C2=O)c2ccccc21	-21	-3	-2	3	2	1.1	1.6	11	15
O=C(NCc1ccco1)c1ccc(-c2cccc(Cl)c2)o1	-33	-1	-6	21	-24	-2.1	0.3	-10	-8
Cc1cc(C)nc(NC(=O)Cc2ccc(Cl)cc2)c1	-4	-1	-2	-7	0	-0.5	0.6	-4	-2
Cc1ccccc1NC(=O)CNc1ccc(Cl)c(C(F)(F)F)c1	-1	2	1	4	-5	-1.1	-1.2	-6	10
Cc1ccc(CNC(=O)c2ccc(Cn3cc(-c4ccc(C)cc4)nc3-c3ccncc3)cc2)cc1	1	4	-4	-1	.	-0.5	0.1	-5	3
COc1nc(N(C)S(=O)(=O)c2ccc(C)cc2)nc(C)c1Cl	0	3	0	2	1	0.0	1.1	2	10
c1ccc(Cn2nnc3c(N4CCOCC4)ncnc32)cc1	-1	0	12	1	.	0.1	1.7	8	19
Cc1cccc2cc(/C=N/NC(=O)CN3CCCCC3)c(Cl)nc12	-11	2	-3	0	.	0.2	0.9	.	-14
CCNc1nc(OC)nc(Oc2ccc(=O)[nH]n2)n1	.	-1	-2	-1	.	0.9	0.0	-2	-3
O=C(CSc1ncnc2nc[nH]c12)NCCc1ccccc1	-8	5	-11	3	-10	-0.4	0.1	1	-17
CC1C/C(=N\NC(=O)c2ccc([N+](=O)[O-])cc2)CC(C)(C)C1 (configuration not stated)	7	3	-9	3	-17	0.9	-0.3	-13	-22
CCCS(=O)(=O)NCCc1sc2nc(-c3ccc(F)cc3)nn2c1C	.	25	2	-5	-5	0.7	1.2	-10	.
COC(=O)c1nc2n(n1)C(c1cccc(Cl)c1)C1=C(CCCC1=O)N2 (configuration not stated)	9	3	.	-3	.	-0.2	1.1	7	10
O=C(CN1CCCCC1)N1c2ccccc2Oc2ccccc21	-1	2	-1	1	-15	0.0	0.0	6	0
COc1cccc(C(=O)Nc2nc(-c3ccc4c(c3)OCO4)cs2)c1	17	-2	2	2	.	0.1	0.8	-6	-4
Cc1cc(C)c(OCC(O)CN2CCN(C(=O)c3ccccc3)CC2)c(C)c1 (configuration not stated)	3	1	-5	30	8	0.0	-0.9	8	-2
CCOc1ccc(NCc2nc3ccccc3n2CCOc2ccc(C)cc2)cc1	.	0	0	-6	-25	0.0	.	-14	4
S=C(NCC1CCCO1)Nc1ccccc1Cl (configuration not stated)	-2	2	-3	-2	-3	0.4	-0.4	3	-2
CCc1cc2cc3c(cc2nc1SCC(=O)OC(C)C)OCO3	13	13	-2	-7	0	3.4	7.2	-8	5
COc1ccccc1N(CC(=O)NC1CCCC1)S(=O)(=O)c1ccc(C)cc1	-14	1	1	-8	4	-1.4	-0.5	-4	2
COc1cc(S(=O)(=O)N2CCC(c3nc4ccccc4s3)CC2)ccc1S(=O)(=O)N1CC(C)CC(C)C1 (configuration not stated)	18	-1	0	-3	4	0.3	0.2	34*	-9
